High-throughput results: PubChem BioAssay, The Scripps Research Institute Molecular Screening Center
GPR151 ag: human GPR151 activation; activation, % at 11.2 µM; PathHunter beta-arrestin GPR151 cells, luminescence; Q8TDV0; hit rate 1% among 650,000; AID 1508602; in the data active means activation above about 4.9%;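 further: 0% = median of compound wells and 100% = cells with positive control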
Target sequence (Q8TDV0 whole entry, looked up): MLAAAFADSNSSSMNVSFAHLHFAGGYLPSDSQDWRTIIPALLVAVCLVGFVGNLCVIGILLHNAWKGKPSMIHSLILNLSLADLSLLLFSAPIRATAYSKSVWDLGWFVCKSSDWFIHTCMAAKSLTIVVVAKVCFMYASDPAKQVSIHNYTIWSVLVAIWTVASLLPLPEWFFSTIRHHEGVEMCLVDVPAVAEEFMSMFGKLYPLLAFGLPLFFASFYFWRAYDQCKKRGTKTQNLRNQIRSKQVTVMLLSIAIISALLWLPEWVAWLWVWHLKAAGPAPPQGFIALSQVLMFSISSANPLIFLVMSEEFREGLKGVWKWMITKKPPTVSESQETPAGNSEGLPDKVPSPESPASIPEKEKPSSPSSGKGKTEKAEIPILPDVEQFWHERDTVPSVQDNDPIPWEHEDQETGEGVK
MITF inh: blocks human microphthalmia-associated transcription factor; O75030; AlphaScreen MITF homodimerization, bead proximity signal; inhibition, % at 2.6 µM; hit rate 0.91% among 650,000; in the data active means inhibition above about 50%;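 further: 0% = vehicle wells with protein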
TEAD-YAP block: TEAD-YAP interaction inhibition; HEK-TIYL cells, TEAD-Gal4/YAP UAS-luciferase luminescence; inhibition, % at 9.12 µM; hit rate 1.4% among 640,000; AID 1259422; in the data active means inhibition above about 32%;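 further: 0% = median of test compound wells and 100% = reference inhibitor wells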
FBW7 activator: activators of human E3 ligase FBW7; Q969H0; AlphaScreen FBW7–phospho-cyclin E peptide binding, activator screen; normalized activity (activation), % at 26.1 µM; hit rate 0.13% among 650,000; in the data active means normalized activity above about 1.9%;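 further: purified mutant Fbw7 with reduced substrate affinity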
Target sequence (Q969H0 whole entry, looked up): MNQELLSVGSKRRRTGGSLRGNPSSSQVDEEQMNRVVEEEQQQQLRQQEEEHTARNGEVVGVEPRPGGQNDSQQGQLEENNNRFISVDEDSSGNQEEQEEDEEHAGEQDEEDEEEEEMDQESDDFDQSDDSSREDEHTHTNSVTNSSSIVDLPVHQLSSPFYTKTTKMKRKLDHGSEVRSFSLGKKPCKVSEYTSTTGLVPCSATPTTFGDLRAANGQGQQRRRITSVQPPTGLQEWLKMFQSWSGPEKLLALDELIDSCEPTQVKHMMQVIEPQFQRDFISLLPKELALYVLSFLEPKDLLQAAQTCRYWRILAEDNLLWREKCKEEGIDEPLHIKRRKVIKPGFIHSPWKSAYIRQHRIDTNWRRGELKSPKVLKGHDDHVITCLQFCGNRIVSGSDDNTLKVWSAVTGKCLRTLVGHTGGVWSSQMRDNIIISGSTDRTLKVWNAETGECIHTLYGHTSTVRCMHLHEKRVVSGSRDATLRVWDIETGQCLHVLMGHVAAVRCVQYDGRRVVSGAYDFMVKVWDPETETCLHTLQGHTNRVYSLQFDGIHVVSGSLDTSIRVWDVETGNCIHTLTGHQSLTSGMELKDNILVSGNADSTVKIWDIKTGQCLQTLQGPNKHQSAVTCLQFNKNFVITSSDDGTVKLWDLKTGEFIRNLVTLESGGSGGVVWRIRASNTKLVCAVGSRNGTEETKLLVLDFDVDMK
* hit, by the source's call.

SMILES	GPR151 ag	MITF inh	TEAD-YAP block	FBW7 activator
CCN(CC)S(=O)(=O)c1ccc(C(=O)Nc2c3c(nn2-c2ccc([N+](=O)[O-])cc2)CSC3)cc1	2.1	15.2	7.1	0.0
COc1nc(N(C)S(=O)(=O)c2ccccc2)nc(C)c1Cl	0.4	-6.3	-8.6	-0.3
O=c1oc2ccc(NS(=O)(=O)c3cccc4ccccc34)cc2s1	0.2	8.1	5.3	0.0
COc1cccc(OC)c1C(=O)Nc1cc(C)cc(C)c1	-0.1	-4.4	-7.7	-0.1
CC(=O)c1ccc(NC(=O)CSc2nc(C(C)C)nc3ccccc23)cc1	1.2	8.2	-30.2	-0.1
COc1ccc2c(c1)c1nc(SCC(=O)c3ccccc3)n(CCO)c(=O)c1n2C	-0.8	-4.1	-23.9	-0.1
COc1ccc(-c2ccc(NCCCN(C)C)nc2)cc1	0.5	-11.5	3.7	-0.4
Cc1cccc(N(CC(=O)NC(C(C)C)C(C)C)S(=O)(=O)c2ccccc2)c1C	-1.3	-3.2	-3.3	-0.1
CCOc1ccc(-n2c(/C=C/c3ccc([N+](=O)[O-])cc3)nc3ccccc3c2=O)cc1	-0.5	4.0	-0.3	-0.1
Cn1c(SCC(=O)NNC(=O)c2ccccc2F)nnc1-c1ccccc1Cl	0.6	-7.9	1.2	0.2

Brought forward from above: 2 compounds, then new ones.
SMILES	GPR151 ag	MITF inh	TEAD-YAP block	FBW7 activator
CCOc1ccc(-n2c(/C=C/c3ccc([N+](=O)[O-])cc3)nc3ccccc3c2=O)cc1	-0.5	4.0	-0.3	-0.1
Cn1c(SCC(=O)NNC(=O)c2ccccc2F)nnc1-c1ccccc1Cl	0.6	-7.9	1.2	0.2
Cc1ccccc1C(=O)Nc1ccc2nc(SCc3ccc(C(C)(C)C)cc3)sc2c1	1.6	1.8	-15.1	-0.1
COCC(=O)N(C)C(Cc1ccc(F)cc1)C1CCN(C(=O)Cn2ccc(C)n2)CC1 (stereo not drawn)	-0.7	6.9	4.5	0.1
O=C(c1ccccc1Br)N1CCN(c2ncccn2)CC1	1.4	-30.7	0.2	-0.1
c1ccc(CN2CCC(N=C3NN=C(c4ccc5c(c4)OCCO5)CS3)CC2)cc1	-1.1	-10.7	8.9	-0.2
Cc1cccc(N2C(N)=C(C#N)C(c3ccc(Br)cc3)C3=C2CC(C)(C)CC3=O)c1 (stereo not drawn)	0.9	17.2	1.2	0.1
CCOC(=O)c1ccccc1NC(=O)CCc1c(C)nc2ncnn2c1C	-0.8	16.4	-3.7	0.5
COC(=O)c1c(OC(C)C)cc(=O)n2c1CCN(C/C=C/c1ccc(OC)cc1)CC2	-1.6	-6.7	10.8	-0.1
Nc1c(-c2nc3ccccc3[nH]2)nnn1Cc1ccccc1	0.2	19.6	-29.5	0.0
COc1cn(CC(=O)NCc2ccccc2)c(CN2CCN(C(C)=O)CC2)cc1=O	-0.2	13.1	1.1	0.1
CCC(=O)NC(=S)NNC(=O)c1ccc([N+](=O)[O-])cc1	0.5	-20.1	-2.2	0.1
CCCOC(=O)/C(=C\c1ccncc1)NC(=O)c1ccccc1	2.7	12.6	-55.1	0.4
CCSc1nc2c(c(=O)n(C)c(=O)n2C)n1Cc1c(F)cccc1Cl	5.2*	21.8	3.8	0.4
COc1ccc(N(C(C)C(=O)Nc2cccc([N+](=O)[O-])c2)S(C)(=O)=O)cc1 (stereo not drawn)	-0.8	-16.1	-5.1	0.1
CC(C)n1c(=O)c2oc3ccccc3c2n(CC(=O)Nc2ccc(F)c(Cl)c2)c1=O	-0.6	-13.6	0.1	0.0
N#CC1=C(N)Oc2nc(C(F)(F)F)[nH]c2C1c1cccnc1 (stereo not drawn)	0.2	0.3	3.2	0.2
CCOc1cc(/C=C2/NC(=O)N(Cc3ccccc3F)C2=O)cc(Cl)c1O	-0.4	17.7	-9.0	-0.1
COc1ccc(C(=O)CSc2nnc(N)s2)cc1OC	-0.1	5.8	-11.6	-0.1
Cc1ccc(C2=N/C(=C\c3ccc(OCc4ccc(Br)cc4)cc3)C(=O)O2)cc1	1.5	-0.6	-13.4	0.0
C=CCn1c(SCC(=O)c2ccccc2)nc2cc(C(=O)NCc3ccco3)ccc2c1=O	-0.8	7.2	13.3	-0.1
Brc1c(OCCCCN2CCOCC2)ccc2ccccc12	-1.4	39.3	-44.6	0.1
NC(=O)c1cccc(N=Cc2cc([N+](=O)[O-])ccc2O)c1	-0.9	5.0	1.5	0.2
CN(C)Cc1c(O)ccc2c(=O)c(-c3ccc4c(c3)OCCO4)coc12	0.7	16.7	-7.7	0.2
Cc1cc(C)n(CCNC(=O)Nc2cccs2)n1	0.2	15.1	7.6	-0.2
Nc1cccc(-c2ccc(C(=O)NCc3cccnc3)s2)c1	1.0	4.8	-4.3	-0.1
COC(=O)c1c(NC(=S)NNC(=O)c2cccnc2)sc2c1CCC2	-1.4	26.4	-8.2	1.0
Cc1cc(C(=O)Nc2cc(Br)ccc2O)on1	-0.5	-5.8	-4.7	0.0
COC(=O)[C@@H]1CCCN1C(=O)c1ccc(OC2CCN(Cc3ccccn3)CC2)cc1	-0.4	6.4	1.2	0.1
CN(Cc1ccccc1)C(=O)c1nc2ccccn2c1CN1CCC(O)CC1	-0.4	2.7	4.4	-0.1
CN(C)c1ccc(C(=O)NN=C2CCCCC2)cc1	0.4	10.8	-31.1	0.1
Cc1ccccc1OCCN(C#N)c1nc(N(C)C)nc(N(C)C)n1	0.2	-8.0	-5.9	0.0
COCCNC(=S)N1CCCC(c2nc3ccccc3[nH]2)C1 (stereo not drawn)	0.1	-3.7	-6.4	-1.5
CCc1nnc(NS(=O)(=O)c2ccc(N/C=C\C(=O)c3cccc(OC)c3)cc2)s1	2.1	12.4	-42.3	-0.1
Cc1[nH]c2ccc(C(=O)NCC3CCC4(CCN(Cc5ccccc5)CC4)O3)cc2c1C (stereo not drawn)	0.3	1.0	-0.7	-0.3
O=C(CC1(c2ccccc2F)CC(=O)N(C2CCCCC2)C1=O)N1CCCCCC1 (stereo not drawn)	-0.8	18.6	0.8	0.0
O=C(NCCO)C(=O)NCC(c1ccco1)N1CCN(c2ccc(F)cc2)CC1 (stereo not drawn)	0.4	4.0	9.8	-0.1
O=C(NCC1(N2CCOCC2)CCCC1)c1cc(COc2c(F)cccc2F)on1	0.7	-4.8	-1.8	-0.1
Cc1ccc(-n2cc(-c3ccccc3)c3c(NCCc4ccc(S(N)(=O)=O)cc4)ncnc32)cc1Cl	0.3	0.6	4.4	-0.1
CC1CCCCN1C/C=C/c1ccc(N(C)C)cc1 (stereo not drawn)	-0.9	23.4	5.7	0.1
CCOc1ccc(-n2c(=S)sc3c2nc(SCC(=O)O)n2c4ccccc4nc32)cc1	-1.5	-26.4	-7.7	0.1
CC1CCC(NC(=O)Cn2c(=O)oc3cc(S(=O)(=O)NC4CCCC4)ccc32)CC1 (stereo not drawn)	0.9	6.6	1.8	0.5
CC1(CC(=O)N/N=C/c2cccc(Br)c2)OCCO1	-1.0	1.6	-9.7	-0.3
Cc1cc(C)n(CC(=O)N2c3ccccc3Sc3ccccc32)n1	0.3	14.0	4.8	0.6
COc1cc(C(=O)Nc2nc3ccc(S(C)(=O)=O)cc3s2)cc(OC)c1OC	1.9	-3.3	19.5	0.0
Cc1ccccc1C1C(C#N)=C(N)OC2=C1C(=O)CC(C)(C)C2 (stereo not drawn)	-1.1	7.2	11.7	0.1
Cc1cc2nnc(SCC(=O)N3CCC(Cc4ccccc4)CC3)n2c(N)n1	0.2	1.9	-0.7	0.2
Cc1ccc(-c2csc3ncnc(N4CCC(Cc5ccccc5)CC4)c23)cc1	-1.5	1.3	0.7	0.0
Cc1n[nH]c(C)c1CCN(C)C(=O)CN1Cc2ccccc2OC(c2ccsc2)C1 (stereo not drawn)	-1.2	20.7	-6.1	0.2
COc1cc2nc(N3CCN(C(=O)OCc4ccccc4)C(C(=O)NC(C)(C)C)C3)nc(N)c2cc1OC (stereo not drawn)	-0.6	-12.5	0.2	0.0
CC(C)n1cnc2c(NCCc3ccc(O)cc3)nc(-c3ccc(N4CCN(C)CC4)cc3)nc21	0.0	24.6	13.2	-0.1
CC1=C(C(=O)OC2CCCCC2)C(c2cccc(Br)c2)C2=C(CCCC2=O)N1 (stereo not drawn)	-0.2	3.5	-4.9	0.1

New compounds follow:
SMILES	GPR151 ag	MITF inh	TEAD-YAP block	FBW7 activator
CC(C)[C@@H]1NC(=O)[C@@H]2C[C@H](NCc3ccc(C(C)(C)C)cc3)CN2C1=O	-0.7	7.8	-19.5	0.8
Cc1cc(C(=O)NC2CCC(C)CC2)n[nH]1 (stereo not drawn)	0.6	1.7	-1.3	0.2
COc1ccc(NC(=O)C2=C(C)NC(=O)NC2c2cccc([N+](=O)[O-])c2)c(OC)c1 (stereo not drawn)	0.0	-5.5	-0.4	-0.1
O=C1C2CC=CCC2C(=O)N1CN1CCN(C(c2ccccc2)c2ccccc2)CC1 (stereo not drawn)	-0.2	0.9	12.6	0.0
CC(C)N(CCO)C(=O)CCc1nnc(Cc2cccc(C(F)(F)F)c2)o1	0.0	-12.4	1.3	0.0
Nc1c(C(=O)Nc2ccc([N+](=O)[O-])cc2)sc2nc3c(c(-c4ccco4)c12)CCCC3	-0.1	-4.2	-10.0	0.0
C[n+]1ccccc1NCCc1c[nH]c2ccccc12	1.0	1.6	16.9	0.5
COc1ccc(CNS(=O)(=O)c2ccc(F)c(C(=O)Nc3ccc(Cl)cc3)c2)cc1	-0.3	11.8	3.5	0.1
COCCN1C(=O)c2oc3ccccc3c(=O)c2C12C(=O)N(C)c1ccccc12 (stereo not drawn)	-0.3	4.2	-0.2	-0.3
N#C/C(=C\c1ccc(O)cc1)C(=O)Nc1ccc(Cl)cc1	0.3	-0.1	-12.9	0.0
COC(=O)c1sc(S(=O)(=O)Oc2ccccc2[N+](=O)[O-])c(C(=O)OC)c1C	0.1	8.9	19.3	0.2
c1csc(-c2cc3nc4c(c(NCC5CCCO5)n3n2)CCC4)c1 (stereo not drawn)	-0.4	-5.1	2.1	0.1
O=C(Cn1cc2c(n1)CCCCC2)Nc1ccccc1Br	0.7	0.8	-13.7	-0.1
COc1ccc(Cl)cc1N(CC(=O)N1CCCCCC1)S(=O)(=O)c1ccccc1	1.0	9.9	-5.2	0.6
Cc1ncc(CO)c(/C=N/N=C/c2ccc(Cl)cc2)c1O	-0.5	-0.1	6.6	0.0
COc1cc(C2CC(=O)NC(C)=C2C(=O)OC(C)C)c(OC)cc1Br (stereo not drawn)	0.0	3.9	-15.1	0.1
O=C(O)C1CC=C(Cl)CC1C(=O)Nc1cccc([N+](=O)[O-])c1 (stereo not drawn)	-0.8	2.8	7.5	0.2
CCOC(=O)C1=C(C)N=c2s/c(=C\c3cccc(Br)c3)c(=O)n2C1c1ccc(Cl)cc1 (stereo not drawn)	-1.0	9.9	0.0	0.1
O=C(Cc1ccccc1)Nc1cnn(-c2cccc(C(=O)N[C@@H]3CCCNC3)c2)c1	0.2	-9.3	-2.8	-0.1
O=[N+]([O-])c1ccc(Cl)cc1NCCOc1ccccc1	0.6	14.9	-26.6	-0.2
COc1cc(OC)nc(Oc2ccccc2C(=O)NC(C)(C(N)=O)C(C)C)n1 (stereo not drawn)	-1.3	2.5	6.3	0.1
CCOC(=O)c1ccccc1N/C=C/C(=O)c1ccc(OC)c(OC)c1	0.4	1.9	5.1	0.3
FC(F)(F)c1ccc(Cn2cnc3c(Nc4ccc(Oc5ccccc5)cc4)nc(N4CCc5ccccc5C4)nc32)cc1	-0.8	-1.3	-16.4	-0.1
Cc1ccc(C2=NN(C(=O)CCC(=O)O)C(c3ccc4c(c3)OCO4)C2)cc1 (stereo not drawn)	-0.2	-4.7	-7.5	0.1
CCOC(=O)c1ccc(OCC2c3cc(OC)c(OC)cc3CCN2C(=O)CC(C)C)cc1 (stereo not drawn)	1.5	1.6	-5.3	-0.2
CCOc1ccc(/C=C/C(=O)Nc2ccc(S(=O)(=O)Nc3nc(C)cc(C)n3)cc2)cc1	0.5	6.5	4.3	0.0
COC(=O)c1ccc(OC(=O)CCc2ccccc2)cc1	-0.2	6.7	-0.7	-0.1
O=[N+]([O-])c1ccc(S(=O)(=O)N2CCC(c3nc4ccccc4s3)CC2)cc1	0.8	12.7	-1.7	0.1
O=C(Nc1ccc(O)cc1C(=O)O)c1ccccc1Br	-2.2	14.5	-0.9	0.1
O=C(CCC1(Cc2ccco2)CCC(=O)N1)NCc1ccc2c(c1)OCO2 (stereo not drawn)	-0.6	-3.1	-1.1	-0.1

A few values from the results shown:
Entry of COc1cc(OC)nc(Oc2ccccc2C(=O)NC(C)(C(N)=O)C(C)C)n1 (stereo not drawn) under GPR151 ag: -1.3
Entry of Cc1ccc(C2=NN(C(=O)CCC(=O)O)C(c3ccc4c(c3)OCO4)C2)cc1 (stereo not drawn) under MITF inh: -4.7
Entry of O=C(CCC1(Cc2ccco2)CCC(=O)N1)NCc1ccc2c(c1)OCO2 (stereo not drawn) under MITF inh: -3.1
Entry of O=[N+]([O-])c1ccc(S(=O)(=O)N2CCC(c3nc4ccccc4s3)CC2)cc1 under FBW7 activator: 0.1
Entry of CCOC(=O)c1ccc(OCC2c3cc(OC)c(OC)cc3CCN2C(=O)CC(C)C)cc1 (stereo not drawn) under GPR151 ag: 1.5

Remaining list, next part.
SMILES	GPR151 ag	MITF inh	TEAD-YAP block	FBW7 activator
Cc1nnc(NC(=O)CSc2nnc(NC(=O)C3CCCCC3)s2)s1	-0.4	3.5	9.3	0.0
CS(=O)(=O)N(CC(=O)Nc1ccc(F)cc1)C1CCCCC1	-0.4	-11.2	2.3	0.0
CCCCNC(=O)CSc1nc2ccccc2c(=O)n1Cc1cccs1	3.2	24.1	1.7	0.1
Cc1cc(C)c2c(-n3cccc3)c(C(=O)NCc3cccnc3)sc2n1	0.4	9.5	-3.8	-0.2
COc1ccc(CCCc2nnc(SCC(=O)Nc3ccc(OC)cc3)o2)cc1	-0.1	2.5	2.1	-0.1
